From PubChem
CendR NRP1 mod: modulators of CendR peptide binding to NRP-1, primary screen, biochemical, fluorescence polarization, uHTS; FAM-RPARPAR peptide binding to NRP-1; 0.85% of 360,000 active; inhibition, % at 25 µM; Neuropilin-1 (Homo sapiens), O14786;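 active means inhibition or corrected inhibition above about 18%, plus a signal ratio from 0.5 to 1.5, limit read from the data, passing the limit was not always enough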; further: strong numbers were not always called active
Target sequence (O14786 whole entry, looked up): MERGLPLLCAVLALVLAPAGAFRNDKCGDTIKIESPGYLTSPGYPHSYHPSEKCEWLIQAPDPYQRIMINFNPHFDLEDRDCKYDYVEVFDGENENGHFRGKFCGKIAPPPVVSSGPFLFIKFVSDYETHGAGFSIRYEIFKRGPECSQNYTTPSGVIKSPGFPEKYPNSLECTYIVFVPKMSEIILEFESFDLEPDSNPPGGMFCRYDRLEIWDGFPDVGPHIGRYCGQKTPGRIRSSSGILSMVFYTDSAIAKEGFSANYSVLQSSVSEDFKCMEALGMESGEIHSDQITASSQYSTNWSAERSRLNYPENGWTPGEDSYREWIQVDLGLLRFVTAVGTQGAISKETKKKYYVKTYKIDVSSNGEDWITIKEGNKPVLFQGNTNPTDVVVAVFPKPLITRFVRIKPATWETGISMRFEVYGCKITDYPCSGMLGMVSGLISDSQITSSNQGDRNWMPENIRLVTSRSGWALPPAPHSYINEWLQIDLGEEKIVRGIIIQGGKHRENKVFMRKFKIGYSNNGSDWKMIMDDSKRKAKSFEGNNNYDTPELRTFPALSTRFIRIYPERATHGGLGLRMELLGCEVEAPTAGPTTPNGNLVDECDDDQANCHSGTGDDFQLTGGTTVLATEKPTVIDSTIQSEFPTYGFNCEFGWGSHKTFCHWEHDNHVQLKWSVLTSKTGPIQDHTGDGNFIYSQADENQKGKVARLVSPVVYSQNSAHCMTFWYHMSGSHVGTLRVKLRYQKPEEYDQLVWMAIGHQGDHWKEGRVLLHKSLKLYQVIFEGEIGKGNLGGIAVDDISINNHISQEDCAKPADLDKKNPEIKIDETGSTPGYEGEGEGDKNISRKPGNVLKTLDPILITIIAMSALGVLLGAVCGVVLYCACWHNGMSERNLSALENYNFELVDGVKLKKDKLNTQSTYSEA
LMPTP block: LMPTP phosphatase inhibitors, primary screen, biochemical, fluorescence intensity, uHTS | Low molecular weight phosphotyrosine protein phosphatase (Homo sapiens), P24666 | 0.22% of 360,000 active | recombinant LMPTP-A, OMFP fluorogenic substrate | AID 651560, 2012 | inhibition, % at 20 µM;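 active means compounds that cut the enzyme signal by at least half of the control window in the single-dose screen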;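 further: plate controls were DMSO wells with enzyme plus substrate for no effect and substrate without enzyme for full effect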
Target sequence (P24666 whole entry, looked up): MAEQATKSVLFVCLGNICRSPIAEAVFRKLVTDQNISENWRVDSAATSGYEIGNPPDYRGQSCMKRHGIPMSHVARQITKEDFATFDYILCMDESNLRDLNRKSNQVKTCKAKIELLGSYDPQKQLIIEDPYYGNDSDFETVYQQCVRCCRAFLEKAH
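Assay system: LMPTP-A, protein tyrosine phosphatase of low molecular weight / Medium: pH 6.0 Bis-Tris buffer with DTT and Triton X-100 / Schedule: 50 min enzyme reaction at room temperature, protected from light / Measured by: endpoint fluorescence intensity from OMFP dephosphorylation / Read-out basis: % inhibition relative to no-enzyme and uninhibited control wells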
STEP inh: STEP phosphatase inhibitors, primary screen, biochemical, fluorescence intensity, uHTS; Tyrosine-protein phosphatase non-receptor type 5 (Homo sapiens), P54829; recombinant STEP, OMFP fluorogenic substrate; inhibition, % at 20 µM; 0.25% of 360,000 active; AID 588621, 2011;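 active means inhibition at 20 µM, scaled per plate between control wells, above about 37%, limit read from the data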;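 further: 0% = DMSO with enzyme and substrate and 100% = substrate only without enzyme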
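System: isolated STEP enzyme; schedule: 20 min enzyme reaction at room temperature, protected from light; medium: Bis-Tris buffer pH 6.0, 2.5 mM DTT, 0.005% Tween 20; signal: fluorescence, 480/540 nm; dosing: single compound dose of 20 µM, 1% DMSO final; also added: OMFP substrate, 25 µM final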
Scp1 inh: Scp-1 phosphatase inhibitors, primary screen, biochemical, colorimetric, uHTS | Carboxy-terminal domain RNA polymerase II polypeptide A small phosphatase 1 (Homo … | Recombinant Scp1, phosphopeptide, malachite green phosphate absorbance | inhibition, % at 20 µM | 0.88% of 340,000 active | AID 493091, 2011;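 active means inhibition above about 50% at 20 µM, limit read from the data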;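 further: plate controls were DMSO wells with enzyme for no effect and wells lacking enzyme for full effect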
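Times: enzyme reaction 45 min at room temperature, colour 5 min, stabilisation 30 min. Material: SCP-1 catalytic fragment, aa 76-261. Medium: Acidic Tris acetate buffer with magnesium and detergent. Signal: colorimetric free-phosphate detection, absorbance 630 nm. Read-out basis: % inhibition of SCP-1 phosphate liberation. Reagent: Phosphorylated 17-residue peptide substrate.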
SKN-1 block: suppressors of acrylamide-induced Pgst-4::GFP reporter in worms, primary screen, SKN-1 inhibitor project, whole organism, uHTS, GFP/RFP fluorescence ratio, strain VP596; C. elegans VP596 Pgst-4::GFP/RFP ratio, 24 h; inhibition, % at 21.8 µM; 0.49% of 360,000 active;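 active means interference check ratio from 0.5 to 1.5 plus GFP to RFP signal ratio inhibition reaching or exceeding a fixed threshold, cut at about 30% in these data, passing the limit was not always enough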; further: some compounds called inactive have numbers as strong as hits
TbMetRS inhib: T. brucei MetRS inhibitors, primary screen, biochemical, luminescence. methionyl-tRNA synthetase (Trypanosoma brucei brucei). purified T. brucei MetRS, ATP depletion, Kinase-Glo luminescence. inhibition, % at 11.9 µM. 0.4% of 360,000 active. AID 624268, 2012;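 active means inhibition above a per-plate cutoff of the control wells' mean inhibition plus 3 SD, cut at about 5.5% in these data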;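 further: 0% = DMSO wells median and 100% = median of wells with control inhibitor compound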
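Test system: purified T. brucei MetRS enzyme. Also added: ATP, methionine and E. coli bulk tRNA substrates. Compound: 11.9 µM single point. Schedule: 15 min enzyme-compound preincubation, 2 h reaction, 10 min detection, 25 °C. Signal: luciferase luminescence of residual ATP, Kinase-Glo. Evaluation: percent inhibition versus plate control medians. Controls: DMSO wells, low control.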
DNMT1 block: human DNMT1 methyltransferase inhibitors, primary screen, biochemical, molecular beacon, fluorescence, HinP1I cleavage, uHTS. DNA (cytosine-5)-methyltransferase 1 (Homo sapiens), P26358. 0.83% of 360,000 active. inhibition (reported as % activation of signal), % at 10 µM. AID 588458, 2011; in the data active means inhibition above about 50%
NadD inh: inhibitors of S. aureus NadD, primary screen, biochemical, colorimetric, uHTS | inhibition, % at 20 µM | 0.78% of 360,000 active | purified NadD enzyme, colorimetric absorbance read-out | AID 602399, 2012 | Nicotinate-nucleotide adenylyltransferase NadD (Staphylococcus aureus N315); in the data active means inhibition above about 26%; further: some compounds past the cut are filed as inactive
SUMO1 PPI mod: modulators of SUMO1 protein-protein interactions, primary screen, biochemical, uHTS; Small ubiquitin-related modifier 1 (Homo sapiens), P63165; SUMO1 binding to a labelled peptide, TR-FRET, 1 h; inhibition, % at 20 µM; 0.33% of 360,000 active; in the data active means inhibition above about 37%
Neddylation inh: inhibitors of cullin neddylation, primary screen, biochemical, TR-FRET, uHTS, NAE and Ubc12; calls only at 25 µM; 0.58% of 360,000 active; AID 651699, 2012; in the data active means inhibition above about 36%
Starred values were filed as active, the others as inactive; i = inactive; · = not tested or not shown; + = active, no number.

SMILES	CendR NRP1 mod	LMPTP block	STEP inh	Scp1 inh	SKN-1 block	TbMetRS inhib	DNMT1 block	NadD inh	SUMO1 PPI mod	Neddylation inh
Cc1cc(OCc2cc(C(=O)NC(C)c3c(C)nn(C)c3C)no2)cc(C)c1Cl (stereo unspecified)	6	2.4	3	-3	-5	-0.5	-1	-11	-3	i
Cc1nc(SCC(=O)Nc2ccc(F)cc2)c2oc3ccccc3c2n1	-5	-0.1	-4	-6	1	0.1	0	2	-45	i
Cc1ccc(NC(=O)Cn2cnc3cc([N+](=O)[O-])ccc3c2=O)c(Cl)c1	1	-1.4	-1	-9	8	1.1	22	4	-6	i
CCCCN(C(=O)c1ccc2c(c1)OCO2)c1c(N)n(CC(C)C)c(=O)[nH]c1=O	3	-2.0	2	-3	24	-0.3	5	0	1	i
O=C(Nc1ccc(S(=O)(=O)N2CCCC2)cc1)N1c2ccccc2Sc2ccccc21	11	2.5	0	-6	14	0.3	-8	16	-1	i
CCCCC(=O)Nc1nc(C)c(-c2csc(Nc3cc(Cl)ccc3OC)n2)s1	-6	3.0	-4	4	19	-0.2	-16	34*	22	i
Cc1nc2ccccc2n1CC(=O)N1CC(=O)Nc2ccccc21	-14	-0.6	-6	10	-3	-1.5	7	0	0	i
COc1ccc(NC(=O)c2cccc(NC(=O)C3C4CC5OC(=O)C3C5C4)c2)c(OC)c1 (stereo unspecified)	-2	-1.2	-3	2	-22	0.7	0	-3	8	i
COc1ccccc1N1CCN(CC(=O)Nc2ccccc2C(=O)NCCc2ccccc2)CC1	-4	0.1	-2	-7	-1	-0.5	-3	-5	6	i
CCC(=O)N(CCC(c1ccco1)c1ccccc1OC)Cc1cccs1 (stereo unspecified)	-6	1.8	-3	-13	3	0.0	-3	0	0	i
CN1CCN(c2nc3c(c(=O)[nH]c(=O)n3C)n2CCSc2nnnn2-c2ccccc2)CC1	-11	-0.4	-2	-8	-3	-0.2	-5	-2	-1	i
O=C(NCc1cccc(Br)c1)c1cc(-c2ccccc2)nn1CC1CC(c2cccnc2)=NO1 (stereo unspecified)	-7	0.9	4	7	-6	0.5	-4	4	2	i
COCCCNc1nc2nonc2nc1N1CCN(C2CCCC2)CC1	1	-0.5	0	-12	-6	-0.5	-2	0	-15	i
COCc1c(C(=O)Nc2ccc3nc(N4CCOCC4)sc3c2)oc2ccccc12	-13	0.6	4	12	-2	-0.6	-8	-11	2	i
CCn1c(=O)n(CC)c2cc(S(=O)(=O)N3CCOCC3)ccc21	0	-0.6	-2	0	-1	-0.9	-1	-2	4	i
COc1cc2c(c(OC)c1OC)-c1ccc(NC(=O)c3ccc(F)cc3)c(=O)cc1[C@@H](NC(C)=O)CC2	11	1.1	-1	-4	-3	-0.1	-5	-14	-19	i
CCCCCCCCCCCn1nnnc1N	2	-1.2	5	-3	3	0.1	8	7	1	i
COc1ccccc1NC(=O)CSc1nnnn1C1CCCCC1	1	-0.9	0	-7	-3	-0.5	3	-2	0	i
COc1cc2c(cc1OC)CN(C(=O)c1cccc(S(=O)(=O)N(C)C)c1)CC2	3	-0.9	0	-4	-8	-1.4	-1	-1	-2	i
CCOc1ccccc1C(=O)NC1CCN(Cc2ccccc2)CC1	10	-0.5	1	-10	13	-0.7	4	2	8	i
CCCCNC(=O)C1(C)CCN1C(=O)c1cc2ccccc2s1 (stereo unspecified)	13	2.9	0	·	0	-0.3	6	-2	1	i
C=CCOc1ccc(Br)cc1/C=C1\NC(=S)N(C(C)=O)C1=O	4	0.3	6	-11	-15	-1.2	0	9	-2	i
CC1CCN(C(=O)c2cc3c(ccc4ccccc43)o2)CC1	-9	3.6	1	-8	1	-0.3	0	2	-14	i
CN(C)C(=O)COC(=O)/C=C/c1cn(-c2ccccc2)nc1-c1cccs1	-15	-0.4	-2	-5	12	-0.6	-1	-9	-16	+
CC(=O)c1cccc(NC(=O)CSc2ccc(-c3ccccn3)nn2)c1	14	-0.2	2	-5	-9	0.2	1	-6	-2	i
Cn1c(=O)c2c(nc(NCc3ccco3)n2CCc2ccccc2)n(C)c1=O	-4	0.1	-4	3	8	-0.2	6	-5	2	i
Cc1cc(C)cc(NC(=S)N(C)C)c1	18	-3.1	1	-11	-1	-0.1	1	3	1	i
Cc1cccc(OCC(=O)Nc2ccccc2N2CCCC2)c1C	4	-0.3	1	1	18	-0.4	-1	-3	-1	i
CC(C)CNC(=O)Cn1nc(C(F)(F)F)c2c1CCCC2	-5	-1.3	-2	-5	0	1.4	2	-2	-3	i
S=c1[nH]nc(Cc2n[nH]c(=S)n2-c2ccccc2)n1-c1ccccc1	3	-0.6	1	-4	0	-0.1	-1	-4	2	i
C[C@H](CO)N1C[C@H](C)[C@@H](CN(C)S(=O)(=O)c2ccc(F)cc2)Oc2c(NC(=O)CCC(F)(F)F)cccc2C1=O	0	-0.8	-3	-4	15	-0.3	1	2	7	i
Cc1ccc(CNC(=O)CCSCc2ccc(C)cc2)cc1	7	0.3	-2	-16	9	-0.4	0	-9	-2	i
COc1ccc(N2CCN(C(CNC(=O)C3CCCCC3)c3ccco3)CC2)cc1 (stereo unspecified)	6	0.6	0	-4	8	-0.4	0	-6	4	i
CC1=CC(C)(C)Nc2cc(C)c(C)cc21	-3	-0.1	-2	-7	27	-0.2	-4	10	-5	i
CC(OC(=O)c1cccnc1Cl)C(=O)Nc1ccc2c(c1)OCO2 (stereo unspecified)	-9	-0.9	-4	-2	-2	0.4	1	1	5	i
COCc1cc(C)nc(SCC(=O)Oc2ccc(Cl)cc2)c1C#N	5	2.1	3	-7	4	0.1	1	-5	-11	·
O=[N+]([O-])c1ccc(/C=N/N2CCN(Cc3ccccc3)CC2)cc1	-13	0.4	1	1	9	-0.4	5	0	-30	i
COc1cccc(NC(=O)CNC(=O)c2ccc(C)cc2)c1	-2	-1.1	-4	-8	-1	0.8	-8	23	7	i
COc1cc2cnc(-c3ccccc3)c(C(=O)c3ccc(OCc4ccccc4)cc3)c2cc1OC	-8	3.5	-1	20	7	-2.9	-12	17	-3	i
CC(OC(=O)Cc1ccc(Cl)cc1)C(=O)NCCC1=CCCCC1 (stereo unspecified)	-10	1.5	-2	-7	-6	-0.1	0	-1	2	i

Ordered by heavy-atom count (descending): part of the list above
SMILES	CendR NRP1 mod	LMPTP block	STEP inh	Scp1 inh	SKN-1 block	TbMetRS inhib	DNMT1 block	NadD inh	SUMO1 PPI mod	Neddylation inh
C[C@H](CO)N1C[C@H](C)[C@@H](CN(C)S(=O)(=O)c2ccc(F)cc2)Oc2c(NC(=O)CCC(F)(F)F)cccc2C1=O	0	-0.8	-3	-4	15	-0.3	1	2	7	i
COc1cc2cnc(-c3ccccc3)c(C(=O)c3ccc(OCc4ccccc4)cc3)c2cc1OC	-8	3.5	-1	20	7	-2.9	-12	17	-3	i
COc1ccc(N2CCN(C(CNC(=O)C3CCCCC3)c3ccco3)CC2)cc1 (stereo unspecified)	6	0.6	0	-4	8	-0.4	0	-6	4	i
S=c1[nH]nc(Cc2n[nH]c(=S)n2-c2ccccc2)n1-c1ccccc1	3	-0.6	1	-4	0	-0.1	-1	-4	2	i
COCc1cc(C)nc(SCC(=O)Oc2ccc(Cl)cc2)c1C#N	5	2.1	3	-7	4	0.1	1	-5	-11	·
Cc1ccc(CNC(=O)CCSCc2ccc(C)cc2)cc1	7	0.3	-2	-16	9	-0.4	0	-9	-2	i
CC(C)CNC(=O)Cn1nc(C(F)(F)F)c2c1CCCC2	-5	-1.3	-2	-5	0	1.4	2	-2	-3	i
CC1=CC(C)(C)Nc2cc(C)c(C)cc21	-3	-0.1	-2	-7	27	-0.2	-4	10	-5	i
Cc1cc(C)cc(NC(=S)N(C)C)c1	18	-3.1	1	-11	-1	-0.1	1	3	1	i

The list continues:
SMILES	CendR NRP1 mod	LMPTP block	STEP inh	Scp1 inh	SKN-1 block	TbMetRS inhib	DNMT1 block	NadD inh	SUMO1 PPI mod	Neddylation inh
CCOC(=O)c1ccc(NC(=O)c2cccnc2)cc1	-6	-0.2	-1	-1	2	-0.2	-1	6	3	i
COc1ccccc1OCC(=O)N1CCN(c2ccccc2OC)CC1	4	-0.8	3	-1	9	0.8	1	1	-1	i
Cc1c(NC(=O)c2ccc(Cl)c(S(=O)(=O)N3CCCCC3)c2)c(=O)n(-c2ccccc2)n1C	-14	-0.1	2	-5	9	-0.3	1	2	-2	i
CC1(C(=O)NS(=O)(=O)c2ccc(Br)cc2)CCN1C(=O)C/C=C/c1ccccc1 (stereo unspecified)	-11	1.2	0	·	13	0.0	10	2	4	i
CC(=O)NC(CC(C)C)C(=O)NC(CO)C(=O)NC(CCC(=O)O)C(=O)NC(C)C(=O)NC(CC(C)C)C(N)=O (stereo unspecified)	-14	-0.4	-1	-4	22	-0.1	0	-1	0	i
COC(=O)[C@H](CC(C)C)NC(=O)Cn1cnc2c(SC)nc(N)nc21	-4	-2.1	-4	-4	0	0.6	7	4	-1	i
CN(C(=O)c1cccc(C#N)c1)c1nnc(C2CCCO2)s1 (stereo unspecified)	3	-0.3	1	-2	-8	-0.4	2	1	-1	i
COc1ccc(-n2nc(C(C)=O)c(=O)[nH]c2=O)cc1	1	-1.2	-1	-4	-4	-0.4	2	-5	-2	i

Hits appear at their usual frequency. Share with any hit: about 4.6%.
